# CYP2C19 act – activators of human cytochrome P450 2C19; recombinant CYP2C19, luciferin-H EGE luminescence; stronger effect = higher value; 0 = fully inhibited enzyme, 1 = untreated enzyme; activation factor at 5 µM; 96,000 tested, under 10 active;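 active = activation factor of at least 2 at 5 µM in the primary screen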;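 also: 0 = wells with 2.5 mM tranylcypromine and 1 = vehicle-only wells; values of inactives mirror those of a sister screen read the other way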
# Target sequence (P33261 whole entry, looked up): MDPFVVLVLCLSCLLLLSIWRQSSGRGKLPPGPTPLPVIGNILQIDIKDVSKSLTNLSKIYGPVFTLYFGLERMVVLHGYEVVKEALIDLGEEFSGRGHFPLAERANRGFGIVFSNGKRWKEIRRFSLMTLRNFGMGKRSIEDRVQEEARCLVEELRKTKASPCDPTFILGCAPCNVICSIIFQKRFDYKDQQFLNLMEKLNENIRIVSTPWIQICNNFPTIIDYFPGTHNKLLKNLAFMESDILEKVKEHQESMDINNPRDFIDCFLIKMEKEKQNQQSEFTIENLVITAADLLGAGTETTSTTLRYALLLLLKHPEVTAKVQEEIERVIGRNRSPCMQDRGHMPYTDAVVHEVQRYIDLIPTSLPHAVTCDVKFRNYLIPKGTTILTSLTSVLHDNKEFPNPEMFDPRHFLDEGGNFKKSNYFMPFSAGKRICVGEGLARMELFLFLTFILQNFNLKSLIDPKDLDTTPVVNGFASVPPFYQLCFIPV
# CYP2C19 inhib – human CYP2C19 inhibition; P33261; CYP2C19 Supersomes, luciferin-H EGE luminescence, 30 min; inhibition, % at 5 µM; 21% of 96,000 active; AID 778;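 active = CYP2C19 inhibition above a set limit at 5 µM in the primary screen, cut at about 50% in these data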;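 also: plate controls were negative control wells for no effect and 2.5 mM tranylcypromine positive control for full effect; values of inactives mirror those of a sister screen read the other way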
# DAT uptake mod – changed human dopamine transporter uptake under cocaine IC80; LLC-PK1 hDAT cells, [14C]-dopamine uptake with cocaine IC80; actives deviate in either direction; AID 449768; 1.3% of 110,000 active; Q01959; B-score at 10 µM;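 active = Z score or B-score, a plate-position-corrected score, falls beyond the plate's 99.7% confidence bounds, in either direction; inactive = both scores lie inside the 99.7% bounds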;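 also: scored against the spread of the other compound wells on the same plate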
# Target sequence (Q01959 whole entry, looked up): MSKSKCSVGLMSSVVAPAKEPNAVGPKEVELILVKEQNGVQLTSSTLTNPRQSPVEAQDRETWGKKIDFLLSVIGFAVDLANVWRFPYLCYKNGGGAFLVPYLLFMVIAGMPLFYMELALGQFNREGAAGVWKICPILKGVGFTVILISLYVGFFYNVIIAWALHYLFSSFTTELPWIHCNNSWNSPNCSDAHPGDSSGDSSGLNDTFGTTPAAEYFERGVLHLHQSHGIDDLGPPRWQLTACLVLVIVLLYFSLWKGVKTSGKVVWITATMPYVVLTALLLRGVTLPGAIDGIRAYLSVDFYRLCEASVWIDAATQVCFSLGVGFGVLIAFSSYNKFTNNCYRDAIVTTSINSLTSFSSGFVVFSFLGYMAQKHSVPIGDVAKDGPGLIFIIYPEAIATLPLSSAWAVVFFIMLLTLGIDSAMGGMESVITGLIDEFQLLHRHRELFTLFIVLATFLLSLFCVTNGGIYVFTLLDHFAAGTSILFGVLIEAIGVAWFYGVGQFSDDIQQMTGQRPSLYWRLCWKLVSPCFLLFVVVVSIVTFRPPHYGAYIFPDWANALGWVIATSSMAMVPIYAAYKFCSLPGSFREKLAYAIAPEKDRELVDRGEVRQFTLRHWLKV
# VCAM1 TNFa inh – reduces TNF alpha induced VCAM1 expression in HUVEC. inhibition, % at 2 µM. 0.48% of 95,000 active. AID 802. HUVEC TNFa-induced VCAM-1 immunofluorescence, high-content imaging;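 active = inhibition above the batch mean plus 3 SD, with images confirmed as a hit by eye, cut at about 37% in these data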;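 also: 0% = TNF-stimulated DMSO wells and 100% = unstimulated control wells; not every result past the cut was called active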
# TNFa cytotox – HUVEC cytotoxicity counter-screen, TNF alpha stimulated; 0.17% of 93,000 active; AID 848; cell count reduction, % at 2 µM; HUVEC TNFalpha-stimulated, Hoechst cell count, imaging;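 active = cell count reduction exceeding the screen mean by over 5 SD, scaled to untreated wells per plate, cut at about 78% in these data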;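 also: cells counted after 24 h of TNF alpha exposure following the 1 h pretreatment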
# CYP2C9 inh – inhibitors of human CYP2C9 | P11712 | CYP2C9 Supersomes, luciferin-H conversion, luminescence | inhibition, % at 5 µM | 20% of 96,000 active | AID 777;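 active = blocking of liver enzyme CYP2C9 beyond about 50% at 5 µM, limit read from the data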; also: values of inactives mirror those of a sister screen read the other way
# CYP2C9 activ – increases human cytochrome P450 2C9 activity; recombinant CYP2C9, luciferin-H conversion, luminescence; stronger effect = higher value; factor 1 = untreated enzyme, 0 = blocked; activation factor at 5 µM; 1.4% of 96,000 active;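 active = activation factor of 2 or more for CYP2C9 at a 5 µM dose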;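 also: 0 = sulfaphenazole-blocked wells and 1 = vehicle-only wells; values of inactives mirror those of a sister screen read the other way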
# HUVEC tox IL1B – toxic to HUVEC cells under IL-1B stimulation; HUVEC cell count loss, Hoechst imaging, IL-1B stimulated; 0.41% of 94,000 active; cell count reduction, % at 2 µM;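 active = cell count reduction more than 3 SD above the screen-wide mean, cut at about 70% in these data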;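 also: normalized per plate to untreated control cells as the no-loss baseline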
# Candida biofilm – kills Candida albicans biofilms | 0.14% of 85,000 active | AID 834 | inhibition, % at 6 µM | C. albicans biofilm + clotrimazole, Alamar Blue;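 active = inhibition above 20%; inactive = inhibition below 20%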;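 also: preformed 24 hr biofilms exposed to compound for 48 hr; 0% = biofilm without compound and 100% = blank killed by clotrimazole plus chlorhexidine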
# Numbers without * were called inactive; . = not tested or not shown.
SMILES,CYP2C19 act,CYP2C19 inhib,DAT uptake mod,VCAM1 TNFa inh,TNFa cytotox,CYP2C9 inh,CYP2C9 activ,HUVEC tox IL1B,Candida biofilm
CCOc1ccc(S(=O)(=O)n2nnc3ccccc32)cc1C,1.1,-7.4,-0.135,-1.1,-15.5,-23.8,1.2,-17.4,6.3
Cc1ccc2nc(NC(=O)CCNS(=O)(=O)c3cccs3)sc2c1,0.5,49.2,-1.27,.,.,28.5,0.7,.,3.2
O=C(CCC1COc2ccccc2O1)Nc1cccnc1 (stereo unspecified),0.2,81.2*,.,8.3,13.4,45.3,0.5,-31.2,8.7
COc1ccccc1N1CCN(CCCNC(=O)Nc2ccccc2)CC1,.,.,-0.0581,-12.4,-8.2,.,.,18.1,3.5
COc1ccc(NC(=O)c2c(NC(=O)CNCc3ccco3)sc3c2CCC3)cc1,0.4,63.1*,0.84,17.9,-27.7,92.8*,0.1,-60.4,3.7
Cc1ccc(NC(=O)CN2C(=O)S/C(=C\c3cccn3C)C2=O)cc1,0.9,13.9,-0.325,-5.4,9.6,75.7*,0.2,-18.0,.
COCCCn1c(SCC(=O)n2c(C)c(C)c3ccccc32)nnc1-c1ccoc1C,0.1,88.8*,0.892,4.3,-22.0,-38.4,1.4,-40.3,6.5
COCCCN1C(=O)C(=O)/C(=C(/O)c2ccc(C)cc2)C1c1ccccc1 (stereo unspecified),1,0.7,-0.0832,-5.7,-33.8,14.7,0.9,8.1,6.8
CC1(C)C2CCC(C2)C1(C)NC(=O)CN1CCOCC1 (stereo unspecified),0.8,15.7,-0.114,2.0,-19.0,5.9,0.9,12.5,8.6
O=C(Cc1c(C(=O)O)[nH]c2ccccc12)NCCN1CCN(c2ccccc2F)CC1,1,4.3,-1.07,5.0,-13.1,8.4,0.9,13.3,.
Cc1nnc(SCC(N)=O)n1CC1CCCO1 (stereo unspecified),0.9,8.0,0.175,-1.6,-32.2,0.5,1,20.2,5.6
CN(C)/C=N/c1cnc(C(=O)c2ccc(Cl)cc2)n1C,0.4,59.7*,0.498,6.4,-25.5,31.6,0.7,2.3,9.4
CC(C)Oc1ccc(CNC(=O)CC(c2ccccc2)c2cc(Cl)ccc2O)cc1 (stereo unspecified),0.1,86.8*,-0.0525,16.0,-12.0,95.6*,0,-14.0,.
Cc1[nH]c2ccccc2c1C(=O)CN1CCSCC1,0.2,77.1*,-0.3,-10.6,-13.8,35.4,0.6,-11.1,8.9
CCOC(=O)c1c(NC(=O)c2cc(C)oc2C)sc(C(=O)Nc2ccc(Cl)cc2)c1C,0.9,8.4,-0.383,-5.6,1.3,13.9,0.9,5.2,.
NC(=O)C1(N2CCCCC2)CCN(CC(=O)Nc2ccc(Oc3ccccc3)cc2)CC1,1.1,-7.9,0.286,9.7,.,-12.0,1.1,-16.0,-0.3
CS(=O)(=O)N(Cc1ccc(Cl)cc1)c1ccc(C(=O)Nc2cccnc2)cc1,0,95.2*,1.21,-2.7,-18.1,83.8*,0.2,-16.6,2.7
CCOP(=O)(c1ccccc1)C1(O)CCCCC1 (stereo unspecified),1.1,-10.8,-0.916,9.2,-27.6,-14.3,1.1,-10.7,-0.4
COCCOc1ccc(C(F)(F)F)cc1Nc1nc2ccccc2o1,0.7,30.5,-0.387,.,.,38.5,0.6,.,7.6
CC(C)OCCCNCc1cccs1,1.1,-11.3,-1.14,7.9,-41.4,-12.2,1.1,-0.8,11.6
Cc1cc(C)n(CCOc2nonc2N)n1,1,-4.6,0.00866,-19.6,11.9,-17.2,1.2,-1.0,2.1
C=CCn1c(-c2csc(-c3ccccc3)n2)n[nH]c1=S,0.8,20.4,-0.56,16.5,-14.4,20.7,0.8,-13.2,0.6
CC(=O)c1cccc(NC(=O)/C(=C\c2ccco2)NC(=O)c2cccs2)c1,0.9,6.2,-0.365,4.4,-8.2,8.8,0.9,-28.8,.
CC1Cc2cc(/C(O)=C3/C(=O)C(=O)N(CCCn4ccnc4)C3c3cccnc3)ccc2O1 (stereo unspecified),0.9,8.9,0.612,11.5,-18.2,28.3,0.7,-33.7,-0.3
Cc1cc(=O)oc(C)c1C(=O)NCCNC(=O)c1c(C)cc(=O)oc1C,1.2,-16.1,0.248,-15.1,-16.9,-15.9,1.2,-3.2,7.4
# Going on with the list:
SMILES,CYP2C19 act,CYP2C19 inhib,DAT uptake mod,VCAM1 TNFa inh,TNFa cytotox,CYP2C9 inh,CYP2C9 activ,HUVEC tox IL1B,Candida biofilm
CCn1c(SCC(=O)Nc2ccccc2N2CCOCC2)nnc1-c1ccccc1,1,1.5,-0.304,9.0,-10.5,-0.8,1,-13.4,3.0
CNC(=O)c1nnn(Cc2ccccc2)c1NC(=O)C(F)(F)F,1,1.6,-1.69,-13.8,-21.3,21.7,0.8,-92.4,6.2
c1ccc(-c2oc3ncnc(NCCCN4CCOCC4)c3c2-c2ccccc2)cc1,0.1,90.1*,0.612,17.1,-13.7,93.7*,0.1,-2.2,4.2
Cc1cccc(NC(=O)CSc2nc3c(c(=O)[nH]2)CCCC3)c1C,0.8,17.6,-0.48,-6.5,-10.8,35.7,0.6,17.8,1.2
COc1ccccc1NS(=O)(=O)c1cc([N+](=O)[O-])ccc1N/N=C/c1c[nH]c2ccccc12,0.8,18.3,-0.0587,-5.9,-4.3,4.8,1,-16.3,.
CC1(c2ccccc2)NC(=O)N(CC(=O)NC(=O)NCc2ccco2)C1=O (stereo unspecified),0.9,7.4,-0.341,20.3,-12.1,10.6,0.9,-5.6,9.2
CN1C(=O)CSc2ccc(NC(=O)N3CCOCC3)cc21,1.1,-13.9,-0.552,0.2,-18.5,10.7,0.9,-23.0,6.8
COc1ccc2c(=O)c(C(=O)NCCc3ccc(OC)c(OC)c3)c[nH]c2c1,0.6,44.3,1.41,7.6,-8.4,53.5*,0.5,-4.5,6.2
COc1ccc(-c2ccc(-c3noc(C)n3)c(OC)n2)cc1,0.9,11.5,-0.751,-0.6,-0.4,23.6,0.8,3.9,8.0
Cc1cccn2c(=O)c3cc(C(=O)NCCc4ccccc4)c(=N)n(CCCn4ccnc4)c3nc12,0.4,55.1*,-0.0686,-6.5,.,57.8*,0.4,5.4,.
COC(=O)CSc1nnc(C2COc3ccccc3O2)n1-c1ccccc1 (stereo unspecified),0.4,58.2*,-0.00647,-12.6,-19.1,16.4,0.8,-0.6,3.7
CC[C@@H](C)[C@H](NC(=O)C1CCN(C(=O)[C@@H](NS(=O)(=O)c2ccc(C)cc2)C(C)C)CC1)C(=O)O,0.8,16.1,-0.00675,20.7,-21.3,-1.3,1,-18.9,8.5
CCOC(=O)c1nnn(-c2nonc2N)c1CN(C)Cc1ccccc1,0.7,33.3,-0.246,.,.,82.6*,0.2,.,6.4
Cc1cc(Cl)ccc1N=Cc1c(O)n(C)c(=O)n(C)c1=O,1,-3.8,.,.,.,1.0,1,.,-5.3
O=[N+]([O-])c1ccc(Sc2n[nH]c(-c3ccccc3)n2)nc1,0.5,47.0,0.524,3.7,-5.2,7.9,0.9,8.3,-0.8
Fc1ccc(-c2cnc[nH]2)cc1,0.5,54.7*,-0.122,3.7,3.8,75.8*,0.2,-3.3,-2.0
CCS(=O)(=O)c1ccc2oc(Nc3ccccc3C)nc2c1,0.4,59.0*,0.946,-10.0,-24.3,54.2*,0.5,-5.9,2.3
O=C(COC(=O)c1n[nH]c2ccccc12)NCc1ccccc1,0.2,76.4*,2.29,4.0,.,41.3,0.6,8.4,1.2
Nc1nnc(SCc2ccccc2)n1-c1ccccc1,.,.,0.832,10.9,-2.9,.,.,-8.7,9.7
CS(=O)(=O)NCc1csc(-c2ccccc2)n1,0.9,5.2,0.14,-9.4,-8.7,6.9,0.9,7.0,4.8
CCOC(=O)c1c(C)nn(Cc2ccccc2)c1N,0.9,7.8,0.0226,16.6,-10.3,39.8,0.6,-21.4,5.1
CC1CCc2c(sc3ncnc(N4CCN(S(=O)(=O)c5cccc6nonc56)CC4)c23)C1 (stereo unspecified),.,.,.,-33.5,-34.6,.,.,-23.0,2.8
COc1cc(OC)cc(-n2nnnc2SCC(=O)N2CCCC2)c1,0.7,32.6,0.246,10.2,19.3,-31.6,1.3,1.4,0.0
O=C(NC1CCCCC1)NC1CC2CCC(C1)N2C(=S)NCc1ccco1 (stereo unspecified),0.8,18.5,0.311,16.1,-0.9,14.0,0.9,21.0,.
COc1ccc(NC(=O)CCC(=O)OCc2ccc(C(=O)Oc3ccc(Cl)cc3)cc2)cc1,1,-4.4,0.0128,-2.7,-5.0,3.3,1,11.0,.
# Continued.
SMILES,CYP2C19 act,CYP2C19 inhib,DAT uptake mod,VCAM1 TNFa inh,TNFa cytotox,CYP2C9 inh,CYP2C9 activ,HUVEC tox IL1B,Candida biofilm
CC(/C=C/c1ccc2c(c1)OCO2)=N\NC(=O)c1cccc([N+](=O)[O-])c1,1,0.2,-0.0319,9.9,-15.5,8.9,0.9,0.5,7.2
CCN(CC)Cc1c(O)ccc2c([N+](=O)[O-])c(C)n(-c3ccc(OC)cc3)c12,.,.,0.123,-12.0,-15.1,.,.,-23.4,4.7
Cc1cc(C)cc(N(C(=O)C2CCCC2)C2C=CS(=O)(=O)C2)c1 (stereo unspecified),0.9,9.4,-0.722,-1.2,-2.8,-0.9,1,-5.7,0.2
CCc1ccc(NC(=O)Cc2cn(C)c3ccccc23)cc1,0.6,42.2,0.741,18.6,-3.9,-148.9,2.5*,-15.8,0.9
COc1ccc(-c2cc(C(=O)Nc3cc(OC)c(OC)c(OC)c3)no2)cc1OC,1.1,-12.9,-0.29,-1.6,-15.0,-11.1,1.1,-7.0,.
COc1ccc(C(=O)Nn2c(SCc3ccc([N+](=O)[O-])cc3)nc3ccccc3c2=O)cc1,0.7,33.8,0.147,-8.4,-6.1,84.3*,0.2,28.2,.
OC1CCN(C(=S)NCCc2ccccc2)CC1,0.9,14.3,0.104,17.4,-12.9,4.6,1,-13.8,4.0
CCn1nnnc1SCC(=O)Nc1nc(C)c(C)s1,.,.,1,19.7,-4.9,.,.,-45.1,7.2
CCCCCCOc1ccc(N2C(=O)CC(N3CCC(C(=O)OCC)CC3)C2=O)cc1 (stereo unspecified),0.8,23.6,0.38,16.9,6.1,23.3,0.8,.,.
CC12CC(NC(=O)N1c1ccc(C(=O)N3CCN(c4ccccn4)CC3)cc1)c1ccccc1O2 (stereo unspecified),0.9,7.6,-0.152,-16.8,-23.2,6.3,0.9,0.5,5.4
Cc1ccc(OCCn2cc(C(=S)N3CCCC3)c3ccccc32)cc1C,0.3,67.1*,0.409,8.0,12.0,63.2*,0.4,-14.6,.
COCC(=O)N(C)c1nnc(-c2ccccn2)s1,1,4.9,-0.628,.,.,1.4,1,-7.3,0.5
COc1ccc(C(=O)N2CCN(c3nnnn3-c3ccccc3)CC2)cc1OC,1,0.5,0.816,-31.2,-9.5,2.4,1,2.9,5.0
CCN(CC)CCNC(=O)c1ccc(Cl)c(S(=O)(=O)Nc2ccc(Cl)cc2)c1,1.1,-7.6,0.798,11.2,-36.1,-10.6,1.1,3.6,.
Cn1c(N2CCOCC2)nc2c1c(=O)n(Cc1ccc(Cl)c(Cl)c1)c(=O)n2C,0.8,15.0,1.31,19.9,-22.0,26.1,0.7,-11.0,2.6

# One compound at a time, as listed above. Order of screens: CYP2C19 act, CYP2C19 inhib, DAT uptake mod, VCAM1 TNFa inh, TNFa cytotox, CYP2C9 inh, CYP2C9 activ, HUVEC tox IL1B, Candida biofilm
# Profile of CCCCCCOc1ccc(N2C(=O)CC(N3CCC(C(=O)OCC)CC3)C2=O)cc1 (stereo unspecified) = 0.8, 23.6, 0.38, 16.9, 6.1, 23.3, 0.8, ., .
# Profile of COCC(=O)N(C)c1nnc(-c2ccccn2)s1 = 1, 4.9, -0.628, ., ., 1.4, 1, -7.3, 0.5
# Profile of CCc1ccc(NC(=O)Cc2cn(C)c3ccccc23)cc1 = 0.6, 42.2, 0.741, 18.6, -3.9, -148.9, 2.5*, -15.8, 0.9
